M1 PAM: human M1 muscarinic receptor positive allosteric modulators, primary screen, CHO-K1 cells, Fluo-8 calcium fluorescence, 1536-well | Muscarinic acetylcholine receptor M1 (Homo sapiens), P11229 | CHO-K1 hM1, ACh EC20; 0% = ACh EC20, 100% = maximal ACh | activation, % at 3 µM | 360,000 compounds, 0.088% hits; in the data active = activation above about 19%, passing the limit was not always enough
TAAR1 antagonist: human TAAR1 antagonists, primary screen, Fluo-8 calcium fluorescence, CHO RD-HGA16 cells; Trace amine-associated receptor 1 (Homo sapiens), Q96RJ0; antagonist; inhibition, % at 3 µM; 360,000 compounds, 1.5% hits;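 active = inhibition above a per-plate cutoff, the mean inhibition of test compounds on that plate plus 3 SD, cut at about 49% in these data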;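 also: 0% = DMSO plus EC80 beta-PEA response and 100% = DMSO alone without agonist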
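Test system: RD-HGA16 CHO cells with stable hTAAR1 and Gα16 / Probe or stimulus: EC80 β-phenethylamine stimulus / Times: seeding 17-24 h prior, 75-min 37 °C, 30-min RT dye loading / Detection: Fluo-8 calcium-sensitive fluorescence / Read-out basis: % inhibition scaled between DMSO and EC80 PEA controls / Repeats: singlicate, one well per test compound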
OXTR potentiate: human OXTR potentiators, primary screen, fluorescence, CHO-OTR cells, Fluo-8 calcium | Fluo-8 calcium fluorescence, potentiator mode; 0% = oxytocin EC15, 100% = EC100 | Oxytocin receptor (Homo sapiens), P30559 | AID 2445, 2010 | activation, % at 3 µM | 320,000 compounds, 0.061% hits;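 active = activation above that plate's cutoff, the mean activation of tested compounds plus 3 SD, cut at about 6.6% in these data, passing the limit was not always enough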;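 also: 100% uses oxytocin at 75 nM as the full agonist control; some results filed as inactive read as strong as hits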
Target sequence (P30559 whole entry, looked up): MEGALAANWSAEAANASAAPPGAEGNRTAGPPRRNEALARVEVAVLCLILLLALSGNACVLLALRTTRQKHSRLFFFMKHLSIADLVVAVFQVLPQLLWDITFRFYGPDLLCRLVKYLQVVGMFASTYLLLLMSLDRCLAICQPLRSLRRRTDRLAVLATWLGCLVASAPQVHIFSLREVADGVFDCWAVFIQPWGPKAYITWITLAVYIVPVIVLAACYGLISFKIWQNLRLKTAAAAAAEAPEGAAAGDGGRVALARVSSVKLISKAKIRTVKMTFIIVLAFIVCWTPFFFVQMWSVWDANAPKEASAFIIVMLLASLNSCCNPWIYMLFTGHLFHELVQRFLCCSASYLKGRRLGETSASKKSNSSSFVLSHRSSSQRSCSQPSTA
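Measured by – Fluo-8 calcium dye fluorescence · Test system – human OTR in CHO cells · Dosing – one concentration, 3.0 µM compound · Controls – EC15 oxytocin alone as 0%, 75 nM oxytocin as 100% · Evaluation – normalized max/min fluorescence ratio, % activation · Timing – 6 min pre-incubation, 100 s read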
OXTR ag: human OXTR agonists, primary screen, fluorescence, CHO-OTR cells, Fluo-8 calcium; Oxytocin receptor (Homo sapiens), P30559; Fluo-8 calcium fluorescence; normalized: DMSO 0%, oxytocin 100%; activation, % at 3 µM; 320,000 compounds, 0.32% hits;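 active = activation above the mean of all tested compounds plus 3 SD, cutoff set per screening run, cut at about 20% in these data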;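 also: peak over basal fluorescence ratio from a 100 s FLIPR kinetic read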
CHO parental Ca: ATP-evoked calcium signal inhibitors, parental CHO, primary screen, counter-screen for OX1R antagonist project, cell-based, fluorescence, Fluo-8 calcium dye. 330,000 compounds, 0.63% hits. inhibition, % at 5.6 µM. parental CHO-K1, ATP-induced calcium, Fluo-8 fluorescence;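 active = inhibition above that plate's mean sample inhibition plus 3 SD, cut at about 26% in these data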;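 also: 0% = ATP-challenged DMSO wells and 100% = DMSO wells without ATP; some compounds past the cut are filed as inactive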
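Assay system: parental CHO cells; Read-out basis: percent inhibition of ATP-evoked calcium rise, normalized to controls; Benchmarks: ATP and no-ATP DMSO wells; Compound dosing: single nominal dose of 5.6 µM per compound; Signal: Fluo-8 calcium dye fluorescence; Also added: ATP as calcium-mobilizing challenge; Repeats: singlicate.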
TAAR1 ag: human TAAR1 agonists, primary screen, Fluo-8 calcium fluorescence, CHO RD-HGA16 cells; Trace amine-associated receptor 1 (Homo sapiens), Q96RJ0; vehicle wells 0%, saturating PEA agonist 100%; activation, % at 3 µM; 360,000 compounds, 0.99% hits; AID 624467, 2012;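 active = activation above the mean activation of all test compounds in the run plus 3 SD, cut at about 38% in these data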
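System: CHO RD-HGA16 cells carrying human TAAR1 plus Gα16; Incubation: 17-24 h seeding, 75 min 37 °C dye, 30 min RT; Measured by: Fluo-8 fluorescence, 5 s baseline then 140 s kinetic read; Control set: DMSO and PEA EC100; Replication: single well for each compound.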
M1 ag: human M1 muscarinic receptor agonists, primary screen, Fluo-8 calcium fluorescence, CHO-K1 cells, HTS; AID 588814, 2011; CHO-K1 hM1, agonist mode; 0% DMSO, 100% acetylcholine EC100; activation, % at 3 µM; Muscarinic acetylcholine receptor M1 (Homo sapiens), P11229; 360,000 compounds, 0.33% hits;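 active = activation above the run's mean compound activation plus 3 SD, cut at about 16% in these data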;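 also: peak over basal fluorescence ratio within a 140 s kinetic read after compound addition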
M1 antag: human M1 muscarinic receptor antagonists, primary screen, CHO-K1 cells, Fluo-8 calcium fluorescence, 1536-well; Muscarinic acetylcholine receptor M1 (Homo sapiens), P11229; CHO-K1 hM1, ACh EC80 antagonist; inhibition, % at 3 µM; 360,000 compounds, 1.3% hits; AID 588852, 2011;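 active = percent inhibition above its own plate's cutoff, namely the mean of that plate's compound wells plus 3 SD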;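 also: peak over basal fluorescence ratio during 140 s after agonist addition; 0% = ACh EC80 plus DMSO and 100% = DMSO alone without agonist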
V1R ag counter: agonists of human V1a receptor, primary screen, counter-screen for OXTR agonist project, fluorescence, CHO-V1R cells; Fluo-8 calcium fluorescence, agonist mode; 0% DMSO, 100% 3 nM vasopressin; activation, % at 3 µM; 320,000 compounds, 0.25% hits;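 active = activation above the mean activation of all tested compounds plus 3 SD, per screening run, cut at about 20% in these data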;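 also: signal is peak over basal fluorescence ratio across a 100 second FLIPR read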
Target sequence (P37288 whole entry, looked up): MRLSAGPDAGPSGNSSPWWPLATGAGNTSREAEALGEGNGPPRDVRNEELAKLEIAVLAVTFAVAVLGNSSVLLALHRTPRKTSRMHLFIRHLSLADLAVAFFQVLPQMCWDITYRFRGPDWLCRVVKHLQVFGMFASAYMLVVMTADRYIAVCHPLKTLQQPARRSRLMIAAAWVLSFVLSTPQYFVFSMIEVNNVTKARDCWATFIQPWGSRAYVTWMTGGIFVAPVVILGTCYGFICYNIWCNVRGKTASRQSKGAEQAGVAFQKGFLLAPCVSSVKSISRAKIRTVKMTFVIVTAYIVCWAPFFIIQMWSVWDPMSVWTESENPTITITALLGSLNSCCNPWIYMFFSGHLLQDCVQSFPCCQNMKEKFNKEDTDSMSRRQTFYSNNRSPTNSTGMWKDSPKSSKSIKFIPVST
* = called active by the depositor.

`COc1cc(C2OC(c3cc(OC)c(OC)c(OC)c3)C(C)C2C)cc(OC)c1OC` (configuration not stated) gave M1 PAM -2, TAAR1 antagonist 2, OXTR potentiate -3, OXTR ag -2.4, CHO parental Ca -17, TAAR1 ag 0, M1 ag -4, M1 antag 1 and V1R ag counter -0.5.
Cc1cc(C)c2ccc(NN)nc2c1O was read as M1 PAM 6, TAAR1 antagonist 7, OXTR potentiate -10, OXTR ag -0.9, CHO parental Ca -20, TAAR1 ag 4, M1 ag -3, M1 antag -11 and V1R ag counter -0.1.
N#CCSc1nnc(COc2cccc3ccccc23)n1-c1ccccc1 was read as M1 PAM 6, TAAR1 antagonist 12, OXTR potentiate -9, OXTR ag 0.4, CHO parental Ca -12, TAAR1 ag 8, M1 ag -2, M1 antag 3 and V1R ag counter 0.2.
`OCCC1CN(Cc2ccc(Oc3ncccn3)cc2)CCN1C1CCCC1` (configuration not stated) gave M1 PAM -21, TAAR1 antagonist 0, OXTR potentiate 4, OXTR ag 0.5, CHO parental Ca -3, TAAR1 ag 2, M1 ag -11, M1 antag 17 and V1R ag counter 0.5.
Screening Cc1c(NC(=O)c2c(F)cccc2F)c(=O)n(-c2ccccc2)n1C returned M1 PAM -1, TAAR1 antagonist -2, OXTR potentiate -9, OXTR ag -0.3, CHO parental Ca -6, TAAR1 ag 8, M1 ag -3, M1 antag -7 and V1R ag counter -0.4.
For COc1ccc(OC)c(C2Nc3c(Cl)ccc(C(=O)O)c3C3C=CCC32)c1 (configuration not stated) the results were M1 PAM -5, TAAR1 antagonist -1, OXTR potentiate -4, OXTR ag 0.2, CHO parental Ca -10, TAAR1 ag 5, M1 ag -5, M1 antag 5 and V1R ag counter 0.8.
`O=C(O)C1CCN(S(=O)(=O)c2ccc(N3CCOCC3)c([N+](=O)[O-])c2)CC1` gave M1 PAM -5, TAAR1 antagonist 3, OXTR potentiate -15, OXTR ag -0.8, CHO parental Ca -5, TAAR1 ag 9, M1 ag -1, M1 antag 10 and V1R ag counter 0.9.
`CCOC(=O)C1CCN(C(=O)COc2ccc(S(=O)(=O)N3CCOCC3)cc2)CC1` gave M1 PAM 7, TAAR1 antagonist -4, OXTR potentiate -12, OXTR ag -0.4, CHO parental Ca -1, TAAR1 ag 2, M1 ag -2, M1 antag -9 and V1R ag counter 1.4.
For COC(=O)c1oc2ccc(Br)cc2c1-n1cccc1 the results were M1 PAM 5, TAAR1 antagonist -12, OXTR potentiate -6, OXTR ag -1.8, CHO parental Ca -9, TAAR1 ag 1, M1 ag -1, M1 antag 14 and V1R ag counter -1.0.
Screening O=C(NC1CCCCC1)Nn1c(-c2ccccc2)nc2ccccc2c1=O returned M1 PAM 7, OXTR potentiate -1, OXTR ag -0.9, CHO parental Ca -21, M1 ag -5, M1 antag -12 and V1R ag counter -0.3.
For O=C(CCCCCC(=O)N(CCO)CCO)N(CCO)CCO the results were M1 PAM -6, TAAR1 antagonist 6, OXTR potentiate -7, OXTR ag -0.2, CHO parental Ca -10, TAAR1 ag 7, M1 ag -4, M1 antag 8 and V1R ag counter -0.2.
Screening OCCCc1nc2n(n1)C(c1ccccc1Cl)C=C(c1cccs1)N2 (configuration not stated) returned M1 PAM -3, OXTR potentiate -10, OXTR ag -0.2, CHO parental Ca -30, M1 ag -1, M1 antag 11 and V1R ag counter -0.5.
Screening COC(=O)CN1C(=O)N/C(=C/c2ccc(C)o2)C1=O returned M1 PAM 7, TAAR1 antagonist -8, OXTR potentiate 0, OXTR ag 1.9, CHO parental Ca -1, TAAR1 ag 2, M1 ag -3, M1 antag -7 and V1R ag counter 0.9.
Screening CNC(=S)N/N=C/c1ccc(-c2cccc(C(=O)O)c2)o1 returned M1 PAM 8, TAAR1 antagonist -9, OXTR potentiate 12, OXTR ag 1.9, CHO parental Ca 2, TAAR1 ag -1, M1 ag -3, M1 antag -13 and V1R ag counter 0.6.
OC(COc1ccccc1)CN(Cc1ccccc1)CC(O)COc1ccccc1 (configuration not stated) was read as M1 PAM -7, TAAR1 antagonist 17, OXTR potentiate -12, OXTR ag 0.7, CHO parental Ca -30, TAAR1 ag 1, M1 ag -2, M1 antag 9 and V1R ag counter 0.1.
For CCN(CC)C(=O)Cn1nnc(-c2ccc(S(C)(=O)=O)cc2)n1 the results were M1 PAM 8, TAAR1 antagonist 0, OXTR potentiate -3, OXTR ag 1.5, CHO parental Ca -3, TAAR1 ag 6, M1 ag -3, M1 antag 10 and V1R ag counter 0.2.
`COc1ccc(C(=O)NN(C)c2nc(-c3ccccc3)cc(C)c2S(C)(=O)=O)cc1` gave M1 PAM 6, TAAR1 antagonist 23, OXTR potentiate -4, OXTR ag -0.7, CHO parental Ca -14, TAAR1 ag 18, M1 ag -4, M1 antag -9 and V1R ag counter 0.4.
`Cc1cc(NC(=O)CCC(=O)N(Cc2ccco2)C(C(=O)NC2CCCCC2)c2cccs2)no1` (configuration not stated) gave M1 PAM 14, TAAR1 antagonist -8, OXTR potentiate -3, OXTR ag -2.1, CHO parental Ca -16, TAAR1 ag -1, M1 ag -7, M1 antag -11 and V1R ag counter -0.9.
Screening Cc1cccc(Cl)c1OCCCCn1ccnc1 returned M1 PAM 3, TAAR1 antagonist 10, OXTR potentiate -4, OXTR ag 0.9, CHO parental Ca -2, TAAR1 ag 17, M1 ag -8, M1 antag -4 and V1R ag counter 1.4.
Screening O=C(O)Cc1ccc(C(=O)c2ccccc2)s1 returned M1 PAM 1, TAAR1 antagonist 8, OXTR potentiate -3, OXTR ag 0.0, CHO parental Ca -5, TAAR1 ag 6, M1 ag -2, M1 antag 0 and V1R ag counter 0.7.
For OCCC1CN(Cc2cccn2-c2nccs2)CCN1Cc1ccc(F)c(F)c1 (configuration not stated) the results were M1 PAM 3, TAAR1 antagonist -5, OXTR potentiate -5, OXTR ag -0.5, CHO parental Ca -29, TAAR1 ag 8, M1 ag -14, M1 antag -4 and V1R ag counter 0.0.
Screening COc1ccc(CCC(=O)Nc2ccc(OC)c(S(=O)(=O)N3CCCCC3)c2)cc1OC returned M1 PAM 0, TAAR1 antagonist 10, OXTR potentiate -4, OXTR ag 1.5, CHO parental Ca -17, TAAR1 ag 6, M1 ag -2, M1 antag -2 and V1R ag counter 3.6.
Cc1ccc([N+](=O)[O-])cc1NC(=O)CSc1nncn1-c1ccccn1 was read as M1 PAM 5, TAAR1 antagonist 2, OXTR potentiate 3, OXTR ag 2.4, CHO parental Ca 2, TAAR1 ag 1, M1 ag 0, M1 antag -8 and V1R ag counter 0.6.
For O=C(NCc1cc(C(F)(F)F)ccc1Cl)c1cccc2c1C(=O)c1ccc(N3CCC(Cc4ccccc4)CC3)cc1S2(=O)=O the results were M1 PAM 4, OXTR potentiate -5, OXTR ag 5.7, CHO parental Ca -11, M1 ag 0, M1 antag -5 and V1R ag counter 2.0.

Of the compounds above, these contain a nitro group on carbon:
`O=C(O)C1CCN(S(=O)(=O)c2ccc(N3CCOCC3)c([N+](=O)[O-])c2)CC1` gave M1 PAM -5, TAAR1 antagonist 3, OXTR potentiate -15, OXTR ag -0.8, CHO parental Ca -5, TAAR1 ag 9, M1 ag -1, M1 antag 10 and V1R ag counter 0.9.
Cc1ccc([N+](=O)[O-])cc1NC(=O)CSc1nncn1-c1ccccn1 was read as M1 PAM 5, TAAR1 antagonist 2, OXTR potentiate 3, OXTR ag 2.4, CHO parental Ca 2, TAAR1 ag 1, M1 ag 0, M1 antag -8 and V1R ag counter 0.6.

(next part)
For CN(C)CCCN(C(=O)CCSc1ccccc1)c1nc2cc3c(cc2s1)OCO3 the results were M1 PAM -1, TAAR1 antagonist -17, OXTR potentiate -27, OXTR ag 15, CHO parental Ca -6, TAAR1 ag 16, M1 ag 2, M1 antag 10 and V1R ag counter 8.5.
`Cc1ccc(S(=O)(=O)NCc2csc(C)n2)c(C)c1` gave M1 PAM 7, TAAR1 antagonist -10, OXTR potentiate -4, OXTR ag -0.4, CHO parental Ca -14, TAAR1 ag 0, M1 ag -3, M1 antag -10 and V1R ag counter 0.8.
CC(=O)Nc1ccc(NC(=S)NC(=O)/C=C/c2ccccc2)cc1 was read as M1 PAM 2, TAAR1 antagonist -10, OXTR potentiate -2, OXTR ag -0.5, CHO parental Ca -5, TAAR1 ag 3, M1 ag -5, M1 antag -3 and V1R ag counter 1.5.
`O=c1oc2ccccc2c(O)c1/C=N/c1ccccn1` gave M1 PAM 11, TAAR1 antagonist -5, OXTR potentiate -15, OXTR ag -0.3, CHO parental Ca -7, TAAR1 ag 4, M1 ag -3, M1 antag -9 and V1R ag counter 0.1.
`Cc1ccc(C)c(NC(=O)Cn2nnc(C(=O)NCc3cccs3)c2N)c1` gave M1 PAM 2, TAAR1 antagonist -6, OXTR potentiate -18, OXTR ag 0.5, CHO parental Ca 14, TAAR1 ag 3, M1 ag -2, M1 antag -2 and V1R ag counter 0.0.
Screening O=C(CN1CCN(Cc2ccccc2Cl)C1=O)NCc1cccnc1 returned M1 PAM 7, TAAR1 antagonist -22, OXTR potentiate 6, OXTR ag 0.7, CHO parental Ca -18, TAAR1 ag 1, M1 ag -6, M1 antag -12 and V1R ag counter -0.4.
Screening CCCCn1c(N)c(N(CC)C(=O)c2ccc(N(C)S(=O)(=O)c3ccc(C)cc3)cc2)c(=O)[nH]c1=O returned M1 PAM 10, TAAR1 antagonist -14, OXTR potentiate -2, OXTR ag -0.2, CHO parental Ca 1, TAAR1 ag 1, M1 ag 0, M1 antag -22 and V1R ag counter 0.0.
For O=C(CCC(=O)N1CCN(S(=O)(=O)c2ccccc2)CC1)c1ccc(Br)cc1 the results were M1 PAM 1, TAAR1 antagonist -13, OXTR potentiate -7, OXTR ag 1.9, CHO parental Ca -10, TAAR1 ag 2, M1 ag -2, M1 antag -8 and V1R ag counter 3.8.
